From PubChem BioAssay
LEDGF integ inh = blockers of LEDGF/p75-dependent integrase strand transfer – biochemical, TR-FRET, high throughput, primary screen | TR-FRET IN-LEDGF/p75 DNA integration, Eu/Cy5 | inhibition, % at 3.7 µM | hit rate 0.64% among 370,000;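 active = inhibition above the screen-wide mean plus 3 SD, cut at about 13% in these data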;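 also: signal is the Cy5 over europium emission ratio at 671 and 618 nm; 0% = plate median of compound wells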
TCR CD3 inh = inhibitors of human TCR-CD3 interaction, primary screen, biochemical, fluorescence, TAMRA-labeled TCR probe; AID 651800, 2012; hit rate 0.37% among 360,000; T-cell receptor (TCR); inhibition, % at 9.4 µM; in the data active = inhibition above about 19%;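 also: recombinant mutant TCR 2C K166C tagged with TAMRA read by polarization; 0% = receptor in buffer alone and 100% = receptor with positive control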
PG9 binder = binders of HIV-1 gp120 antibody PG9, primary screen, biochemical, TR-FRET | TR-FRET gp120-PG9 antibody binding | inhibition, % at 6.7 µM | hit rate 0.43% among 360,000 | AID 624416, 2012; in the data active = inhibition above about 8.5%
NR1D1 modulator = modulators of Rev-erb alpha DNA binding, primary screen, biochemical, FITC-DNA, fluorescence polarization, uHTS; Nuclear receptor subfamily 1 group D member 1 (Homo sapiens), P20393; Rev-erbα–FITC-DNA binding, 90 min; activity, % at 10 µM; hit rate 0.79% among 370,000;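 active = activity above about 14%, limit read from the data; passing the limit was not always enough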;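 also: 0% = DMSO wells with 35 nM protein and 100% = DMSO wells with 750 nM protein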
UHRF1 MBD2 ctr = UHRF1 methylated DNA binding inhibitors, primary screen, counter-screen for MBD2 inhibitor project, biochemical, TR-FRET, human UHRF1, single concentration. E3 ubiquitin-protein ligase UHRF1 (Homo sapiens), Q96T88. UHRF1 binding to methylated oligo. inhibition, % at 4.4 µM. hit rate 0.75% among 370,000; in the data active = inhibition above about 21%;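 also: UHRF1 SRA domain binding a hemimethylated CpG hairpin DNA probe; 0% = median of test compound wells and 100% = reference inhibitor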
rCAG RNA binder = binders of r(CAG) RNA repeats, primary screen, biochemical, fluorescence; r(CAG) RNA repeat, TO-PRO-1 dye displacement fluorescence; inhibition, % at 3 µM; hit rate 1.3% among 370,000;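 active = inhibition above the plate cutoff, the mean of all test compounds on that plate plus 3 SD, cut at about 35% in these data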;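 also: 0% = DMSO alone and 100% = 100 µM mitoxantrone as full dye displacement; higher means more dye released from RNA so lower well fluorescence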
ABHD4 inh = ABHD4 inhibitors, primary screen, biochemical, fluorescence polarization, mouse. inhibition, % at 8.92 µM. purified mABHD4, FP-Rh probe fluorescence polarization. hit rate 0.54% among 370,000. (Lyso)-N-acylphosphatidylethanolamine lipase (Mus musculus), Q8VD66. AID 720543, 2013;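 active = inhibition exceeding the mean over every tested compound plus 3 SD, cut at about 30% in these data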;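 also: 0% = plate median of compound wells and 100% = S159A mutant with DMSO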
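Material: mouse ABHD4 enzyme, wild type; Benchmarks: S159A mutant high control, sample median low control; Buffer or medium: HEPES pH 7.0, NaCl, Pluronic buffer; Signal: fluorescence polarization; Read-out: percent inhibition of probe binding, normalized to plate controls; Timing: pre-incubation 45 min, probe exposure 60 min, at 25 °C; Dosing: 8.92 µM, single dose.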
HTRA1 inhibitor = HTRA1 serine protease inhibitors, primary screen, biochemical, fluorescence polarization, HTS; Q92743; recombinant HTRA1, FP-rhodamine activity-based probe; inhibition, % at 5.96 µM; hit rate 0.5% among 340,000; AID 504803, 2011; in the data active = inhibition above about 36%;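 also: 0% = enzyme with DMSO and 100% = wells lacking enzyme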
PRMT1 inh = PRMT1 methyltransferase inhibitors, primary screen, biochemical, fluorescence polarization; Protein arginine N-methyltransferase 1 (Homo sapiens), Q99873; hit rate 1.3% among 370,000; recombinant PRMT1, activity-based probe fluorescence polarization; AID 652257, 2013; inhibition, % at 2.79 µM;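 active = inhibition above about 21% made by adding two undisclosed values, limit read from the data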
Target sequence (Q99873 whole entry, looked up): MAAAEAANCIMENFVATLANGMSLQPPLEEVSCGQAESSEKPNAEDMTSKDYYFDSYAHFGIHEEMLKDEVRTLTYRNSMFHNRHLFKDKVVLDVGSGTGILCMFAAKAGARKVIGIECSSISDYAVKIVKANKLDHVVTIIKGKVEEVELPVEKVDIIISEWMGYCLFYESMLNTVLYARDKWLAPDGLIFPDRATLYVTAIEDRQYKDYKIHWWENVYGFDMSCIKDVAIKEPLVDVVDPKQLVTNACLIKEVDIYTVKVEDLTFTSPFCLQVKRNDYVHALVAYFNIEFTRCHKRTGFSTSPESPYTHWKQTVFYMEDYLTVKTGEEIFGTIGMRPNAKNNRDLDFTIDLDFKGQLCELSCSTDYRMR
MBD2 DNA inh = inhibitors of MBD2 binding to methylated DNA, primary screen, biochemical, TR-FRET, DNA-binding domain, human; AID 686964, 2013; MBD2 binding to methylated oligonucleotide; Methyl-CpG-binding domain protein 2 (Homo sapiens), Q9UBB5; inhibition, % at 4.4 µM; hit rate 0.31% among 370,000; in the data active = inhibition above about 13%
Target sequence (Q9UBB5 whole entry, looked up, the tested form may be a part): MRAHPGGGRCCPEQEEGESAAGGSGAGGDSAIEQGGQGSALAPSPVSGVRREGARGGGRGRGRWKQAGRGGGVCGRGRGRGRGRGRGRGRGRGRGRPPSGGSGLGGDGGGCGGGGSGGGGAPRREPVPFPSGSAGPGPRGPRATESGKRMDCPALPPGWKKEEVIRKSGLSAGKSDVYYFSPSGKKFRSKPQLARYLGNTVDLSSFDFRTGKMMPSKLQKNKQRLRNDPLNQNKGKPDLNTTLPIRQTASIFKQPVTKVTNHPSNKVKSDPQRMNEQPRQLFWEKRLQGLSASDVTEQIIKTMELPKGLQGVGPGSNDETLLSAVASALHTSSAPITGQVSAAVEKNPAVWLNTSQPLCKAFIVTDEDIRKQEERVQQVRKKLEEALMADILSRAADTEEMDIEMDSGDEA
Starred values were filed as active, the others as inactive; . = no result given. The list is partial. The share of hits here may be higher or lower than overall.

Every second line gives: LEDGF integ inh | TCR CD3 inh | PG9 binder | NR1D1 modulator | UHRF1 MBD2 ctr | rCAG RNA binder | ABHD4 inh | HTRA1 inhibitor | PRMT1 inh | MBD2 DNA inh
[1] Cc1cccc(C)c1NC(=O)NN1C(C)CCCC1C (configuration not stated)
→ -6.5 | -5.6 | 1.2 | -1.4 | 2.1 | -4.0 | 0.8 | -0.2 | 7.4 | -4.9
[2] Cc1nc(NS(=O)(=O)c2ccccc2)sc1NC(=O)Nc1ccc(Cl)cc1
→ -9.9 | -10.2 | 0.4 | 0.9 | 0.2 | 48.5* | 17.9 | 3.5 | 7.4 | -0.3
[3] CCCN1C(=O)c2cc(C(=O)NC3CCCC3)ccc2C1O (configuration not stated)
→ 3.4 | 9.9 | 0.5 | -6.6 | 1.1 | 1.1 | 3.6 | -0.3 | -2.5 | -4.6
[4] O=S(=O)(c1cccc(C(F)(F)F)c1)N1CCN(C(=S)NCc2ccco2)CC1
→ -3.4 | -6.7 | 1.3 | 0.9 | 1.8 | 0.3 | 4.4 | -10.9 | 4.6 | 5.1
[5] COCCNC(=S)N(CCO)Cc1cc2cc3c(cc2[nH]c1=O)OCCO3
→ 0.2 | 3.2 | -2.1 | 0.1 | -0.3 | -2.8 | 1.8 | 10.0 | -3.2 | -0.4
[6] O=S1(=O)C=CCN1Cc1cn(Cc2cccc(Cl)c2)nn1
→ 2.5 | . | . | 0.0 | 4.6 | 0.3 | 0.0 | . | 1.6 | 5.8
[7] Cc1c(Cl)c([N+](=O)[O-])nn1CC(=O)N1CCN(Cc2ccccc2)CC1
→ -4.6 | -0.8 | -2.8 | 2.1 | 3.0 | -2.0 | -1.5 | 3.8 | 3.6 | -1.6
[8] COC(=O)[C@]12C[C@H](CC(=O)NCc3ccc(OC)c(OC)c3)C(=O)N(CCC3=CCCCC3)C1=C[C@H](C(C)(C)C)O[C@@H]2C
→ -3.5 | -6.6 | -0.2 | -7.2 | -1.5 | 3.4 | -6.4 | . | -2.1 | -3.0
[9] Cc1cc(C)c(C(=O)COC(=O)Cn2c(C)csc2=O)cc1C
→ -2.5 | -2.1 | -0.4 | 4.4 | 4.1 | -6.7 | 2.6 | 10.3 | 0.8 | 3.3
[10] COC(=O)c1cc(-c2ccc(Br)cc2)c2c(=O)n(C)c(=O)n(C)c2n1
→ 2.5 | 4.4 | -2.3 | -10.1 | 3.7 | -2.0 | -5.6 | -0.9 | -4.0 | 1.2
[11] CN(C)c1ccc(N=c2sc3ccccc3n2C)cc1
→ -4.3 | 3.5 | 0.5 | 1.5 | -0.1 | 0.1 | 9.8 | 16.8 | 0.7 | -1.0
[12] CCCC[C@@H]1CNCCN1CCc1cccc(F)c1
→ 2.4 | -3.1 | 0.0 | -5.6 | 3.9 | 8.3 | -3.7 | -0.6 | 5.0 | 8.4
[13] CCOc1ccc(NC(=O)N2CCN(CC)CC2)cc1
→ 2.1 | 2.0 | -3.5 | 5.5 | 0.1 | 1.4 | 7.3 | 3.8 | 1.6 | -0.4
[14] Cc1ccc2nc(N3CCN(C(=O)CCC(=O)O)CC3)nc(-c3ccccc3)c2c1
→ 1.3 | -4.3 | -2.2 | -6.1 | -0.5 | 7.3 | -2.5 | -5.4 | -1.0 | 1.9
[15] O=S(=O)(c1ccccc1)c1nc(-c2ccccc2)oc1N1CCCC1
→ -3.7 | 1.0 | -0.2 | 15.6* | 0.4 | 1.9 | 3.4 | 2.7 | 0.3 | -6.7
[16] CCOC(=O)c1[nH]c(C)c(/C(C)=N\O)c1C
→ -2.2 | 9.4 | -2.6 | -3.6 | -0.4 | -1.2 | -2.1 | 7.5 | -3.4 | 0.8
[17] Cc1cc(C)c[n+](CC(=O)c2ccc(-c3ccccc3)cc2)c1
→ 1.4 | 3.2 | -1.4 | 4.7 | 0.1 | 5.2 | 5.2 | -1.9 | -1.9 | 0.5
[18] COc1ccc(C(=O)NCC(=O)NCC(=O)OCc2ccc(Br)cc2)cc1
→ -5.3 | -7.4 | -0.2 | -3.2 | 0.3 | -5.7 | 6.4 | 4.2 | -1.1 | 1.6
[19] CC1(Cc2ccccc2Cl)C(=O)Nc2ccc(OC(F)(F)F)cc21 (configuration not stated)
→ 0.3 | -3.6 | -0.1 | 35.5* | -2.2 | -2.6 | -16.7 | . | 1.6 | 2.0
[20] CN(C(=O)Cn1c(Cl)nc2c1c(=O)n(C)c(=O)n2C)C1CCS(=O)(=O)C1 (configuration not stated)
→ 1.7 | 3.3 | 1.4 | -5.3 | -4.3 | 0.2 | -0.6 | 0.5 | -2.7 | -5.3
[21] Cc1cc(C)n2nc(SCC(=O)N3CCC(C)CC3)nc2n1
→ -2.2 | 3.7 | 0.7 | -2.2 | 1.0 | 1.6 | -3.2 | -1.1 | -0.3 | -0.8
[22] CCOC(=O)C1(Cc2ccccc2C)CCCN(C(=O)CN2CCCCC2=O)C1 (configuration not stated)
→ -4.0 | -2.5 | 0.5 | 0.9 | 0.3 | -8.2 | 4.9 | 2.1 | 1.0 | 5.6
[23] CC(C)(C)C1CCc2c(C(=O)NNC(=O)CCCC(=O)O)csc2C1 (configuration not stated)
→ -0.5 | 1.5 | 0.4 | -2.7 | -2.7 | 7.0 | 4.8 | 3.1 | -3.7 | -2.5
[24] CC(=O)Nc1ccccc1-c1cccc2nccn12
→ -4.5 | -3.2 | 2.5 | -8.4 | 3.1 | 2.6 | 5.9 | . | 2.6 | -2.6
[25] FCCCOc1ccc(/C=N/OCc2c(Cl)cccc2Cl)cc1
→ -2.8 | 13.9 | -1.4 | 4.9 | -0.3 | 4.3 | -4.5 | 9.6 | -3.0 | -7.6
[26] CC1CC(C)CN(C(=O)C2CCCN(S(=O)(=O)c3cccc4nonc34)C2)C1 (configuration not stated)
→ 4.5 | 4.2 | 0.1 | 2.6 | 1.1 | -2.0 | 3.1 | -0.9 | 0.4 | -2.9
[27] NCCCCCc1cn(CC(=O)NCCCCCCCCCCC(=O)N2CCNCC2)nn1
→ -2.4 | 2.4 | 1.7 | 0.4 | 3.0 | 2.0 | 6.4 | 13.8 | 1.4 | 6.3
[28] COC(=O)CSc1nc2nc(C)c(Br)cc2[nH]1
→ -3.2 | 6.9 | -3.4 | -0.5 | -0.4 | 3.9 | 0.5 | 0.4 | -3.3 | -3.0
[29] CCOC(=O)CSc1nc2sc3c(c2c(=O)n1-c1ccc(C)cc1)CCN(C)C3
→ -2.3 | -7.6 | 0.4 | -3.5 | 6.1 | 10.3 | 1.2 | -8.5 | 2.3 | -0.6
[30] N#Cc1c(SCC(N)=O)nc2c(c1-c1ccncc1)CCCC2
→ -8.1 | -4.5 | -1.5 | 1.9 | 1.9 | -2.0 | 1.7 | 6.1 | 5.3 | 7.1
[31] O=C1C(=Cc2cccs2)Oc2ccccc21
→ -1.3 | 5.8 | -1.8 | 2.8 | -7.8 | -0.9 | 3.5 | -3.8 | -6.3 | -3.8
[32] CC(C)(C)c1ccc(C(=O)C2CCCN(C(=O)C3CCOCC3)C2)cc1 (configuration not stated)
→ 1.2 | -0.3 | -2.0 | 1.0 | -3.1 | -8.6 | 0.4 | -0.6 | -0.2 | 0.3
[33] c1csc(-c2nn3cnnc3c3ccccc23)c1
→ -1.9 | 2.7 | -0.7 | -5.9 | -6.8 | 0.2 | 3.8 | 3.0 | 0.3 | -1.9
[34] COC(=O)[C@]1(C)N[C@H](CN(C)S(=O)(=O)c2ccc(F)cc2)[C@@H]2C(=O)N(C)C(=O)[C@@H]21
→ 6.5 | -5.0 | 0.1 | 1.6 | 3.9 | 1.6 | -7.9 | 6.0 | 4.2 | -0.6
[35] O=C(Oc1ccccc1[N+](=O)[O-])c1cccnc1
→ 1.4 | 2.8 | -2.9 | 4.1 | 18.5 | 3.2 | 2.2 | -0.8 | 0.6 | 2.2
[36] CC(NS(=O)(=O)c1ccc(Br)cc1)C(c1cccs1)N1CCN(C)CC1 (configuration not stated)
→ -1.3 | -14.1 | -1.3 | 4.8 | 0.1 | -1.5 | 2.2 | 6.1 | 1.0 | -0.5
[37] COc1ccc(NC(=O)NCCc2ccc(Cl)cc2)cc1OC
→ -6.4 | 7.5 | 0.7 | 2.6 | -2.1 | 1.5 | -0.8 | 4.4 | -2.7 | -9.5
[38] CC1(C)Oc2ccc(C(=O)N3CCCC3)cc2N(CC(=O)NCc2ccccc2)C1=O
→ -0.7 | 5.3 | -0.4 | -3.0 | -2.6 | -8.9 | -3.4 | 1.8 | 0.8 | -5.2
[39] CC(=O)C1C(c2ccc([N+](=O)[O-])cc2)c2c(noc2C)CC1(C)O (configuration not stated)
→ -3.9 | 5.7 | -1.3 | 2.1 | -1.1 | 0.2 | -4.7 | 9.8 | 0.4 | -2.1
[40] COC(=O)c1[nH]c2c(c1C)C(=O)CC(c1cccc(OC)c1)C2 (configuration not stated)
→ -2.5 | 2.6 | 0.9 | 1.8 | 0.0 | 2.0 | -2.5 | -5.0 | 2.1 | -0.8
[41] Nc1nonc1C(=O)NCCNC(=O)c1ccc(Cl)cc1
→ -2.9 | -6.2 | -1.8 | 2.5 | -0.7 | 3.2 | 7.0 | 1.9 | 3.4 | 4.3
[42] CN(Cc1ccccc1)C(=O)Nc1ccc(Cl)cc1
→ 0.8 | 2.4 | -3.8 | -10.1 | -0.3 | -1.0 | -0.7 | . | -1.9 | -0.1
[43] CCOC(=O)C1=C(C)N(C[C@@H]2CC[C@@H](Cc3ccc(-c4ccccc4)cc3)O2)C(=O)NC1c1ccc(SCc2ccco2)c([N+](=O)[O-])c1 (some centres not stated)
→ 3.8 | 5.7 | -0.4 | 2.8 | 4.0 | 48.7* | 12.9 | -42.9 | 17.2 | 6.4
[44] COc1ccc(-c2nc3ccc([N+](=O)[O-])cc3o2)cc1
→ -4.2 | 0.2 | -0.6 | -2.6 | -0.4 | 0.5 | 2.4 | 6.1 | -1.9 | 1.0

Single records, from the list above:
CN(C(=O)Cn1c(Cl)nc2c1c(=O)n(C)c(=O)n2C)C1CCS(=O)(=O)C1 (configuration not stated) reads LEDGF integ inh: 1.7; TCR CD3 inh: 3.3; PG9 binder: 1.4; NR1D1 modulator: -5.3; UHRF1 MBD2 ctr: -4.3; rCAG RNA binder: 0.2; ABHD4 inh: -0.6; HTRA1 inhibitor: 0.5; PRMT1 inh: -2.7; MBD2 DNA inh: -5.3
CCOC(=O)C1(Cc2ccccc2C)CCCN(C(=O)CN2CCCCC2=O)C1 (configuration not stated) reads LEDGF integ inh: -4.0; TCR CD3 inh: -2.5; PG9 binder: 0.5; NR1D1 modulator: 0.9; UHRF1 MBD2 ctr: 0.3; rCAG RNA binder: -8.2; ABHD4 inh: 4.9; HTRA1 inhibitor: 2.1; PRMT1 inh: 1.0; MBD2 DNA inh: 5.6
